From PubChem
LmPK inhibitor: LmPK (Leishmania mexicana) enzyme inhibition; Q27686; purified LmPK, Kinase-Glo ATP luminescence, 1 h; Potency, µM (top dose mostly 57.5 µM), for inactives: at the top dose activity change, negative = inhibition, actives largely listed as inhibitors; 290,000 compounds, 0.37% hits; also: potency is read from the fitted curve at half-maximal effect; % is scaled to controls: 0 for no effect and ±100 for the full control effect
Target sequence (Q27686 whole entry, looked up): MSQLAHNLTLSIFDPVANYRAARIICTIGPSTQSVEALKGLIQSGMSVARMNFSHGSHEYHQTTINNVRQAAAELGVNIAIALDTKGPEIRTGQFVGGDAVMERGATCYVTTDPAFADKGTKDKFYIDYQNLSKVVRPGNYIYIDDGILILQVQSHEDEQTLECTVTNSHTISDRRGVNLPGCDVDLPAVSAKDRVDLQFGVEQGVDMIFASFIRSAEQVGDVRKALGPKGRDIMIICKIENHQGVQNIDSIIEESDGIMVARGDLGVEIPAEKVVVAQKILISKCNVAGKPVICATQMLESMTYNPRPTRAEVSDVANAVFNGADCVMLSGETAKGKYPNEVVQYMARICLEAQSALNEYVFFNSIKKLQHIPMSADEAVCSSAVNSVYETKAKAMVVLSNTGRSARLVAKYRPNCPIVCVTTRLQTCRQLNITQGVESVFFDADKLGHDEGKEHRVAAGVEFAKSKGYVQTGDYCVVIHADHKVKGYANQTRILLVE
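Screened at intermediate enzyme activity to detect both inhibitors and activators: LmPK at 0.1 nM, with a 0.5 nM enzyme column as activation reference. PEP 0.5 mM, ADP 0.1 mM; ATP detected by luminescence after 1 h.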
AmpC no deterg: inhibitors of E. coli AmpC beta-lactamase without detergent; P00811; AmpC nitrocefin hydrolysis, absorbance 480 nm, 0.0001% Triton; Potency, µM (highest dose often 57.1 µM), for inactives: at the top dose activity change, negative = inhibition, most hits filed as inhibitors; 330,000 compounds, 0.52% hits; AID 485341;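 also: potency is read from the fitted curve at half-maximal effect; plate controls were no compound for no effect and no enzyme for full effect; nearly all actives have a fitted effect of over 20% in size; some results filed as inactive show a strong effect at the top dose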
Target sequence (P00811 whole entry, looked up): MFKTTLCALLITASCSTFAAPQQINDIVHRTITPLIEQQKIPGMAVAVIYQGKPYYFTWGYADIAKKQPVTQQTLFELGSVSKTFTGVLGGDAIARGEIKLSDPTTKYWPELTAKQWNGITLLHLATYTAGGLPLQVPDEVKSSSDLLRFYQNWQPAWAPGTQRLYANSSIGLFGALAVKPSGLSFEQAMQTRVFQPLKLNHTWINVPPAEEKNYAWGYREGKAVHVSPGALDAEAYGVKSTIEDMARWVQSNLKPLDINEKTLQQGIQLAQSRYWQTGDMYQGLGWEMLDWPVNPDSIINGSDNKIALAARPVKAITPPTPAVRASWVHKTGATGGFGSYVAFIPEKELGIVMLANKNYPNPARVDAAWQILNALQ
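AmpC (5.3 nM in the dispensed reagent) in 20 mM phosphate pH 7.0 with 0.01% (detergent screen) or 0.0001% Triton X-100 was preincubated with compounds for 15 min at room temperature. Nitrocefin was then added from an 800 uM solution, and hydrolysis was followed at 480 nm.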
Pf growth 48h: inhibits P. falciparum growth in the first generation, 48 h; P. falciparum luciferase growth in erythrocytes, 48 h; Potency, µM (titrated, usually from 28.7 µM), for the others: at the top dose activity change, negative = inhibition, usual class: inhibitors; 310,000 compounds, 5.9% hits; AID 504832; also: potency is read from the fitted curve at half-maximal effect; % is scaled to controls: 0 for no effect and ±100 for the full control effect
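Here the parasites carry a stable luciferase gene and grow inside erythrocytes in Albumax-based RPMI medium with compound for one erythrocytic cycle. Activity is scored as loss of luminescent signal.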
Shiga inhibitor: inhibitors of Shiga toxin in Vero cells; AID 2315; inhibition, % at 38.7 µM; 290,000 compounds, 9.2% hits; Vero cells, Shiga toxin protein synthesis inhibition reporter; in the data active = inhibition mostly above about 28%, no sharp cut-off; inactive = mostly below about 43%; also: 0% is about no effect
Tb PYK inh: T. brucei pyruvate kinase inhibition; 410,000 compounds, 0.12% hits; TbPYK enzyme, Kinase-Glo Plus ATP luminescence, 45 min; Potency, µM (doses to about 76.8 µM), inactives show at the highest dose activity, negative = inhibition, hits mostly inhibitors; also: potency is read from the fitted curve at half-maximal effect; % is scaled to controls: 0 for no effect and ±100 for the full control effect; nearly all actives have a fitted effect of over 50% in size
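Assay buffer: 50 mM TEA pH 7.2, 100 mM KCl, 10 mM MgCl2, 0.05% BSA, 0.01% Tween-20. Pyruvate kinase from T. brucei plus substrate met compound, then ADP (130 uM final). Luminescence was read post 45 min RT.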
CHX counter: counter-screen hit for Shiga toxin inhibitors, cycloheximide; cell reporter, cycloheximide protein synthesis inhibition counterscreen; max response, %; 300,000 compounds, 12% hits; in the data active = max response mostly above about 13%, no sharp cut-off; inactive = mostly below about 14%; also: read at 38.3 µM for the half of the compounds with a filed dose; 0% is about no effect
Pf growth 96h: P. falciparum growth inhibition at 96 hour, primary screen for plastid delayed-death inhibitors; P. falciparum luciferase reporter growth, 96 h; Potency, µM (doses to about 28.7 µM), inactives show at the top dose activity change, negative = inhibition, most hits filed as inhibitors; 320,000 compounds, 6.9% hits; also: potency is read from the fitted curve at half-maximal effect; % is scaled to controls: 0 for no effect and ±100 for the full control effect
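96 h incubation, 37 C, 5% CO2, of luciferase-reporter P. falciparum-infected RBCs (2% hematocrit, 0.05% parasitemia final) with test compounds; endpoint luminescence.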
Active calls of the source: *; ? = inconclusive; . = not tested or not shown; & = joins results of further samples; [ ] = remark or other dose. Unless noted, calls follow the shape of the dose curve; as a rule, active = well fitted curve in the direction sought with a large enough effect; inconclusive = small, poorly fitted or top-dose-only effect, or another doubt; inactive = no such curve, though single readings can be large; an effect the other way counts as inactive or inconclusive.

SMILES | LmPK inhibitor | AmpC no deterg | Pf growth 48h | Shiga inhibitor | Tb PYK inh | CHX counter | Pf growth 96h
O=C(CCN1CCN(CCO)CC1)Nc1ccccc1 | -2% | -13% | 11% | 21 | 1% | -1 | -7%
CC(C)N(C)Cc1nnnn1CC(=O)N(C)Cc1ccc(F)cc1 | -2% | 1% | -10% | -5 | 8% | -1 | ?
COc1ccccc1N(CC(=O)N/N=C/c1ccc(SC)cc1)S(C)(=O)=O | 0% | -10% | 16% | -8 | 3% | -7 | ?
Cc1ccccc1NC(=O)c1cc2ccccn2n1 | 13µM* | -17% | 204%[activator] | 67* | 11% | 52* | 278%[activator]
Cc1ccc(S(=O)(=O)N2CCCC2)cc1C(=O)N1CCN(Cc2ccccc2)CC1 | 6% | 76%[activator] | 24% | -6 | -6% | -2 | ?
COC(=O)C(Cc1cnc(Cl)s1)(C(=O)OC)c1ccc([N+](=O)[O-])cc1[N+](=O)[O-] | -1% | -23% | -26% | -25 | -3% | -5 | .
O=C(CN1C(=O)NC2(CCCCC2)C1=O)Nc1ccc(S(=O)(=O)N2CCOCC2)cc1 | 2% | -4% | 26% | 9 | 2% | 1 | 46%[activator]
N#CCP(=S)(c1ccccc1)c1ccccc1 | 2% | -16% | -4% | 1 | -5% | -2 | -12%
O=C(C1=C(O)C(=O)N(CC2CCCO2)C1c1ccccc1Cl)c1ccco1 (stereo not given) | -1% | -37% | 27% | -8 | 0% | -5 | -5%
O=c1cccc2n1CC1CC2CN(Cc2ccc3c(c2)OCO3)C1 (stereo not given) | 2% | -5% | . | -7 | 5% | -2 | -18%
COc1ccc(NC(=O)CCN2CCN(S(=O)(=O)c3ccc(OC)cc3)CC2)cc1 | 2% | 38% | ? | -20 | -5% | 7 | 18%
Cc1ccc(OCC(=O)OC(C)CN2CCCCC2)cc1 (stereo not given) | -4% | -13% | 19% | -11 | -1% | 0 | ?
CC1(C)CC(=O)C(C(O)c2ccc([N+](=O)[O-])cc2)C(C)(C)N1 (stereo not given) | 0% | -36% | 19% | -1 | 1% | 2 | 7%
Cc1cccc(C(C)C)c1NC(=O)CN1C(=O)NC(Cc2ccccc2)C1=O (stereo not given) | . | -10% | 12% | . | 3% | . | 7%
CCOC(=O)C1=C(C)N(CCCCCC(=O)O)C(=O)NC1c1cccc([N+](=O)[O-])c1 (stereo not given) | 1% | -10% | -3% | -8 | 0% | -4 | 4%
CCc1ccc2[nH]cc(S(=O)(=O)c3ccc(C)c(C)c3)c(=O)c2c1 | 2% | -57% | 0% | -4 | -3% | -4 | 203%[activator]
Nc1ccc2c(c1)OC1(CCCC1)O2 | -4% | -29% | 37%[activator] | 99* | -9% | 48* | 4.1µM*
Cc1nnc(SCC(=O)NC(C)(C)C)n1CCc1ccccc1 | -1% | -12% | 11% | 8 | 4% | 11* | ?
CC(=O)C1C(c2ccc(F)cc2)C2C(C)=NN=C2CC1(C)O (stereo not given) | 1% | -8% | 1% | 23 | -12% | 2 | -26%
C=CCC(C#N)(c1ccc(OC)c(OC)c1)c1cnccn1 (stereo not given) | . | -1% | 13µM* | . | -1% | . | ?
COc1cnc(N(C)C)nc1Sc1cccc(Cl)c1 | 15% | 39% | . | -11 | -2% | -2 | ?
Cc1cc(NCc2ccccn2)n2c(nc3ccccc32)c1C#N | 1% | -21% | ? | -23 | 2% | 7 | 89%[activator]
O=C1NC(c2ccccc2)=C(c2ccc3ccccc3n2)C(c2ccncc2)N1 (stereo not given) | 2% | -1% | -3% | -1 | -3% | -3 | ?
CCOc1ccc2oc(C(=O)NN3C(C)CCCC3C)c(C)c2c1 (stereo not given) | 1% | 3% | ? | 19 | 6% | 7 | ?
CC(C)(Oc1ccc(Cl)cc1)C(=O)OCC(=O)NCCc1ccc(S(N)(=O)=O)cc1 | . | -11% | -6% | . | 3% | . | 9%
Other compounds
SMILES | LmPK inhibitor | AmpC no deterg | Pf growth 48h | Shiga inhibitor | Tb PYK inh | CHX counter | Pf growth 96h
COCCCN(Cc1ccccn1)S(=O)(=O)Cc1ccccc1 | -1% | -16% | -19% | 10 | -1% | -4 | -11%
Cc1ccc(/C=C2\SC(=O)N(CCC(=O)N3CCN(C)CC3)C2=O)cc1 | 5% | 45% | 26% | 45* | -4% | 27* | ?
O=S(=O)(Cc1ccccc1Cl)NCCc1ccccc1 | 0% | -24% | -6% | 6 | -8% | 6 | 4%
O=C(O)c1ccc(CSc2nnc(COc3ccccc3)o2)cc1 | -4% | -25% | 12% | -15 | -1% | -5 | 30%
COc1cc(OC)c2ccc(=O)oc2c1C(CC(=O)N1CCOCC1)c1ccc2c(c1)OCO2 (stereo not given) | -4% | 67%[activator] | -20% | 5&-12 | -6% | 15&-7 | ?
COc1ccc(-n2c(SCC(=O)Nc3ccccc3C)nc(O)c(Cc3ccccc3)c2=O)cc1 | -9% | ? | -14% | -4 | 0% | 8 | ?
COc1ccc(-c2nn3c(-c4ccccc4)nnc3s2)cc1 | 5% | 76%[activator] | ? | 28 | 6% | 10 | 5%[5.75 µM]
Cc1ccnc(NS(=O)(=O)c2ccc(N3C(=O)c4c(Cl)c(Cl)c(Cl)c(Cl)c4C3=O)cc2)n1 | 5% | -33% | 4% | -8 | 4% | -5 | -75%
O=C(NCCc1ccccc1)C(=O)c1c(-c2ccccc2)[nH]c2ccccc12 | -3% | -48% | -29% | -17 | 7% | -3 | 5.2µM*
CC(=O)Nc1cc(C(=O)OCC(=O)c2ccc(Cl)cc2Cl)ccc1C | 2% | 7% | 13% | 3 | 12% | 1 | 28%
c1ccc(-n2ncc3c(NCc4cccnc4)ncnc32)cc1 | 6% | -36% | 126%[activator] | 67 | -5% | 20* | 20%
O=C(NC(=S)N1CCOCC1)c1cc2ccccc2o1 | ? | -21% | 29% | 70* | -21% | 12* | 6%
O=C(CCC(=O)c1ccc(Cl)cc1)NCc1ccccc1 | 6% | 20% | 54%[activator] | -7 | -2% | 2 | ?
CCN(CC)c1ccc(NC(=S)NC(=O)Cc2ccccc2)cc1 | 0% | -57% | -8% | 3 | -6% | 9 | -2%
COc1ccc(NC(=O)CN2C(=O)COc3ccccc32)cc1OC | 3% | 3% | ? | . | -1% | -3 | 93%[activator]
CN(CC1CCOCC1)C(=O)CC1C(=O)NCCN1Cc1ccc(Cl)c(F)c1 (stereo not given) | -6% | 38% | 7% | 29 | -1% | 1 | 11%
N#Cc1cccnc1N1CCN(C(=O)c2ccco2)CC1 | 5% | 2% | 26% | 28 | -6% | 5 | 11%
CCN(CC)S(=O)(=O)c1ccc(C(=O)Nc2nnc(COC)o2)cc1 | 7% | -23% | 3% | 12 | 0% | -2 | 0%
O=C(CC1CCCCC1)NCCOc1ccccc1 | 0% | -16% | 27% | 50* | -16% | 9.7* | -9%
CNC(=O)C1CC(=O)N(c2ccc(OCC(=O)N3CCCC3)cc2)C1 (stereo not given) | 1% | -2% | 2% | -9 | 1% | -8 | 43%[activator]
COc1cc2c(cc1N/C=C(\C#N)c1nc(-c3ccccc3)cs1)oc1ccccc12 | -4% | -17% | -5% | 22 | 0% | -5 | ?
CC(=O)[C@H]1CC[C@H]2[C@@H]3C=CC4=CC(=O)CC[C@@]4(C)[C@@H]3CC[C@]12C | . | 24% | ? | . | -5% | . | 1%
CC(C)C(=O)c1cn(Cc2ccccc2C#N)c2ccccc12 | 4% | -5% | 5% | -14 | 0% | -4 | 3%
COc1ccc(-c2cn(-c3ccc(C)c(Cl)c3)c(=S)[nH]2)cc1OC | 2% | -26% | 10µM* | 18 | -17% | 1 | 63%[activator]
Fc1ccc(CNc2ccc(N3CCN(Cc4ccccc4)CC3)cc2)cc1 | 3% | 31% | -22% | 12 | -20% | 6 | 9.3µM*
The list continues:
SMILES | LmPK inhibitor | AmpC no deterg | Pf growth 48h | Shiga inhibitor | Tb PYK inh | CHX counter | Pf growth 96h
Clc1cccc(Nc2ncnc3ccc(Br)cc23)c1 | 5% | -52% | 3.7µM* | -13 | 1% | -5 | 4.1µM*
Nc1c(C(=O)NC2CCCC2)sc2nc(-c3cccs3)ccc12 | -23% | -53% | 21% | 39 | 3% | 22* | -91%
CN(C)/C=C(\C(=O)c1cccc(Cl)c1)c1nnnn1-c1ccccc1 | 4% | -7% | 3% | -4 | -9% | -3 | -3%
Cc1ccc(C(C)C)c(OCC(=O)OCc2c(C)noc2C)c1 | -2% | 41% | -6% | -14 | 3% | -3 | 0%
O=C(CSc1nnc(-c2ccc(F)cc2)o1)NC1CCCCC1 | -1% | 0% | -1% | -3 | 1% | -2 | 23%
O=C(CN1C(=O)COc2ccc(S(=O)(=O)N3CCCC3)cc21)NC1CCCCCCC1 | 1% | -17% | -8% | -10 | . | -1 | ?
Nc1c(C(=O)O)sc2nc3c(cc12)CCCC3 | -5% | -36% | 31%[activator] | 4 | 0% | -1 | 29%

Of the compounds above, these contain an aryl methoxy group:
SMILES | LmPK inhibitor | AmpC no deterg | Pf growth 48h | Shiga inhibitor | Tb PYK inh | CHX counter | Pf growth 96h
COc1ccccc1N(CC(=O)N/N=C/c1ccc(SC)cc1)S(C)(=O)=O | 0% | -10% | 16% | -8 | 3% | -7 | ?
COc1ccc(NC(=O)CCN2CCN(S(=O)(=O)c3ccc(OC)cc3)CC2)cc1 | 2% | 38% | ? | -20 | -5% | 7 | 18%
C=CCC(C#N)(c1ccc(OC)c(OC)c1)c1cnccn1 (stereo not given) | . | -1% | 13µM* | . | -1% | . | ?
COc1cnc(N(C)C)nc1Sc1cccc(Cl)c1 | 15% | 39% | . | -11 | -2% | -2 | ?
COc1cc(OC)c2ccc(=O)oc2c1C(CC(=O)N1CCOCC1)c1ccc2c(c1)OCO2 (stereo not given) | -4% | 67%[activator] | -20% | 5&-12 | -6% | 15&-7 | ?
COc1ccc(-n2c(SCC(=O)Nc3ccccc3C)nc(O)c(Cc3ccccc3)c2=O)cc1 | -9% | ? | -14% | -4 | 0% | 8 | ?
COc1ccc(-c2nn3c(-c4ccccc4)nnc3s2)cc1 | 5% | 76%[activator] | ? | 28 | 6% | 10 | 5%[5.75 µM]
COc1ccc(NC(=O)CN2C(=O)COc3ccccc32)cc1OC | 3% | 3% | ? | . | -1% | -3 | 93%[activator]
COc1cc2c(cc1N/C=C(\C#N)c1nc(-c3ccccc3)cs1)oc1ccccc12 | -4% | -17% | -5% | 22 | 0% | -5 | ?
COc1ccc(-c2cn(-c3ccc(C)c(Cl)c3)c(=S)[nH]2)cc1OC | 2% | -26% | 10µM* | 18 | -17% | 1 | 63%[activator]

3 compounds from above, sorted by count of non-hydrogen atoms, high to low:
SMILES | LmPK inhibitor | AmpC no deterg | Pf growth 48h | Shiga inhibitor | Tb PYK inh | CHX counter | Pf growth 96h
O=C(CN1C(=O)COc2ccc(S(=O)(=O)N3CCCC3)cc21)NC1CCCCCCC1 | 1% | -17% | -8% | -10 | . | -1 | ?
CN(C)/C=C(\C(=O)c1cccc(Cl)c1)c1nnnn1-c1ccccc1 | 4% | -7% | 3% | -4 | -9% | -3 | -3%
Nc1c(C(=O)NC2CCCC2)sc2nc(-c3cccs3)ccc12 | -23% | -53% | 21% | 39 | 3% | 22* | -91%

No enrichment for hits; overall some 22% were active at least once.
